Rad51 HR inh: Rad51 (human) homologous recombination inhibition; inhibition, % at 10 µM; hit rate 0.085% among 200,000; AID 1385; Q06609; hRad51 DNA strand exchange, fluorescence dequenching;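 active means inhibition above 40% at the single screening dose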;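 further: 0% = DMSO control wells and 100% = blanks with heterologous ssDNA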
Target sequence (Q06609 whole entry, looked up): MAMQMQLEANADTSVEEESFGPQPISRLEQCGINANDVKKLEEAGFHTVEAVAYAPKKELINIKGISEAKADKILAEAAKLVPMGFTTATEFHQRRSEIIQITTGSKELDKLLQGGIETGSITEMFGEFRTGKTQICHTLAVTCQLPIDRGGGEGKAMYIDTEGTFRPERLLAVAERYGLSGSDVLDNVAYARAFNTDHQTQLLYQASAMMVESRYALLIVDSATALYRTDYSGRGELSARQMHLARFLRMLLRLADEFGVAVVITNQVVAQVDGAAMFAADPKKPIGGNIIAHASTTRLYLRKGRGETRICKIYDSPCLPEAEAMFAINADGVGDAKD
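Material: Human Rad51 nucleoprotein filaments preassembled on unlabelled ssDNA | Also added: Labelled 47-mer dsDNA for strand exchange | Dosing: Single dose, 10 µM final compound | Schedule: 30-min compound preincubation and 15-min exchange, both room temperature | Technique: Fluorescence dequenching at 485/520 nm | Measure: Percent inhibition relative to plate controls and blanks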
MDM2 E3 inh: Mdm2 E3 ligase (human) inhibition; Q00987; cell-based MDM2 ubiquitination luciferase reporter, 2 h; 0 = plate control, 100 = twice control, blank-subtracted; signal enhancement, % at 5 µM; hit rate 0.11% among 210,000; AID 1230;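 active means signal enhancement of 30% or more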;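 further: luminescence tracks abundance of the self-degrading MDM2-luciferase fusion protein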
Target sequence (Q00987 whole entry, looked up, the tested form may be a part): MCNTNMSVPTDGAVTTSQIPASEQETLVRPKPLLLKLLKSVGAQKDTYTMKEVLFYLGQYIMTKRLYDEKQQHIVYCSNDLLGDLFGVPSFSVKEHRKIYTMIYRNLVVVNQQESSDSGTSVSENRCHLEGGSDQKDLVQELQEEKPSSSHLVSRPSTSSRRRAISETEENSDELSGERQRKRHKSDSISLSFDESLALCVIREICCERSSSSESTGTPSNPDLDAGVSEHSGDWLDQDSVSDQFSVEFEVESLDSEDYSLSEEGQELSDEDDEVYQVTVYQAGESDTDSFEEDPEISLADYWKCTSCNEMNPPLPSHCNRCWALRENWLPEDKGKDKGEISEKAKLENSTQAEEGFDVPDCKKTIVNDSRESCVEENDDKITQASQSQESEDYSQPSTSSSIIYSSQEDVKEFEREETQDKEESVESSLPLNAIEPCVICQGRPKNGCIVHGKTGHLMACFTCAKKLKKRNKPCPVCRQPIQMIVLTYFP
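Buffer or medium: Cells held in DMEM | Assay system: Stable mammalian line carrying autodegrading MDM2–luciferase fusion reporter | Quantity: 2000 cells/well | Times: 4 h settle plus 2 h compound, 37 °C | Doses: One concentration, 5 µM, with 0.2% DMSO | Technique: Luminescence with SteadyLite reagent, 15 min at room temperature | Benchmarks: Plate controls and plate blanks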
eIF4E-4G inh: eIF4E/eIF4G interaction inhibition in translation initiation; inhibition, % at 21.7 µM; TR-FRET eIF4E-eIF4GI(517-606) binding, 2 h; hit rate 0.37% among 220,000;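 active means inhibition above about 30%, limit read from the data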;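 further: 0% = full FRET control wells and 100% = background wells lacking eIF4GI fragment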
PERK inhibitor: blocks human PERK kinase | hit rate 0.17% among 220,000 | CHO PERK-DD fusion, SEAP luminescence translation reporter | inhibition, % at 5.6 µM | AID 1416;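 active means inhibition above the mean inhibition of all tested compounds plus 3 SD, set separately per screening campaign, cut at about 2.9% in these data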;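 further: PERK kinase domain activated by AP20187 dimerizer at 100 nM; 0% = DMSO with dimerizer and 100% = rapamycin at 8.4 µM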
EBV gp42 inh: inhibitors of Epstein-Barr virus glycoprotein 42; hit rate 0.42% among 220,000; Fluorescence polarization binding assay, mP read-out; Q1HVG2; inhibition, % (tested at 21.74 µM); in the data active means inhibition above about 50%
Target sequence (Q1HVG2 whole entry, looked up): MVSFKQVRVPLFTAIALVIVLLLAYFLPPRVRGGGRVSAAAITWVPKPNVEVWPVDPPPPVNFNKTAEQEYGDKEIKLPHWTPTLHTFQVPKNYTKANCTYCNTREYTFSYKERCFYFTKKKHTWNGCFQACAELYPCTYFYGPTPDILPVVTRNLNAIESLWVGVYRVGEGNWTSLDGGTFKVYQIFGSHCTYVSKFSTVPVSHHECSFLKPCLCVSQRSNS
TNF necrop inh: TNF-alpha cell death inhibition in Jurkat FADD-/- cells; Jurkat FADD-/- TNF necroptosis rescue, ATP luminescence, 24 h; 0 = TNF only, 100 = no-TNF cells; activation (protection from cell death), % at 10 µM; hit rate 0.068% among 220,000;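 active means activation, meaning protection from cell death, of at least 50% relative to plate controls; inactive means activation below 50%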;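 further: necroptosis triggered by 40 ng/mL TNF-alpha added together with compound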
Cl transport mod: KCC2 (human) Cl- transport modulation. AID 1456. B-score of Tl+ flux slope (higher = more flux/activation; lower = inhibition) at 10 µM. KCC2 cells, thallium flux FluoZin-2 fluorescence. hit rate 2.2% among 190,000;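 active means thallium flux slope and its plate-corrected score both differing from the plate sample mean at a set confidence after two filtering rounds, in either direction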;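 further: slope of fluorescence scaled to starting intensity during 10 to 20 s after thallium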
Calpain2 inh: calpain II (pig) inhibition; hit rate 0.37% among 220,000; inhibition, % at 16 µM; purified calpain II, fluorogenic peptide substrate, 30 min; AID 1236;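 active means inhibition above about 50%, limit read from the data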
L929 necroptosis: blocks zVAD induced death of L929 cells | viability rescue, % at 10 µM | hit rate 0.38% among 220,000 | L929 zVAD necroptosis rescue, ATP luminescence, 24 h; with zVAD 60 µM;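 active means activation, scaled between plate controls, above about 75%, limit read from the data; inactive means activation under that limit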;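 further: 0% = zVAD with DMSO and 100% = DMSO alone without zVAD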
* hit, by the source's call; · = no result given; [ ] = another dose, or the depositor's remark.

SMILES	Rad51 HR inh	MDM2 E3 inh	eIF4E-4G inh	PERK inhibitor	EBV gp42 inh	TNF necrop inh	Cl transport mod	Calpain2 inh	L929 necroptosis
COc1ccc(/C=N/NC(=O)CN2CCSCC2)c(OC)c1	-2	-7	1	-0.1	-7	2.4	0.12	20	1.7
CC(C)C(=O)NC(NC(=S)NC1CCS(=O)(=O)C1)C(Cl)(Cl)Cl (stereo unspecified)	0	-3	0	0.9	-14	-0.5	1	-19	-0.6
Cn1c(=O)c2cc(S(=O)(=O)NC(C(=O)NC3CCCCC3)c3ccccc3)ccc2n(C)c1=O (stereo unspecified)	-9	-11	-1[fluorescence artefact?]	1.2	-6	-1.1	-0.61	-18	0.1
Cc1nn(Cc2ccccc2)c(C)c1C(=O)NCCN1C(=O)S/C(=C\c2ccccc2)C1=O	1	-10	-3	1.0	4	2.5	-0.66	-26	0.4
CCOc1ccc(/C=N/NC(=O)C(=O)NCc2ccco2)cc1	3	-15	5[fluorescence artefact?]	1.1	-9	-2.1	0.24	-14	0.2
CCCCNC(=O)N1CCN(C(=O)C2CCCO2)CC1 (stereo unspecified)	9	-2	2	0.3	2	-0.4	0.24	-19	1.2
O=C(COC(=O)CNC(=O)c1ccccc1)Nc1ccc(S(=O)(=O)N2CCOCC2)cc1	0	15	-2	0.9	7	1.0	0.065	0	2.9
CCOC(=O)c1c(NC(=O)/C=C/C(=O)O)sc(C)c1-c1ccc(Cl)cc1	-8	-5	3	0.0	9	-1.3	-4.2	-58	1.1
CC1(C)C(=O)Nc2ccccc2N1C(=O)COC(=O)C12CC3CC(CC(O)(C3)C1)C2	-6	-18	-4	-0.3	-23	8.4	-0.098	-99	1.2
Cn1cnnc1SCC(=O)Nc1ccc2c(c1)CCC2	2	-28	1	0.0	-23	1.2	-1.5	-12	0.7
COc1cc(/C=C2/C(=O)NN(c3ccc(F)cc3)C2=O)cc([N+](=O)[O-])c1O	7	·	-6	0.7	-1	2.7	-2.3	-19	0.3
CC(C)C(=O)Nc1nnc(SCC(=O)Nc2ccc3c(c2)OCCO3)s1	-1	-13	-12	1.4	-4	0.5	-0.19	-10	3.8
O=C(Cc1cccs1)N(c1ccc(Cl)cc1)C1C=CS(=O)(=O)C1 (stereo unspecified)	3	-30	8	-0.9	-15	-0.7	0.67	15	-0.3
CCCNC(=O)c1ccccc1NC(=O)COc1ccc(OC)cc1	-9	-8	3	-1.8	1	2.7	6.5*	2	-0.5
CCN(CC)S(=O)(=O)c1cc(OCC(N)=O)c(C)cc1Cl	2	5	-2[fluorescence artefact?]	0.5	-5	2.0	0.02	-7	-0.1
CC1(C(=O)CSc2ncn[nH]2)CCC(=O)O1 (stereo unspecified)	-8	-14	7[fluorescence artefact?]	0.5	-21	1.1	0.32	-11	-0.4
CCOC(=O)c1c(NC(=O)C[n+]2ccccc2)sc2c1CCCC2	3	-1	1	0.6	2	-0.6	0.014	-9	3.5
COC(=O)c1cc(C#N)c(NCc2ccc(Cl)cc2Cl)nc1C	1	-17	·	1.1	·	-1.4	2.3	·	-0.3
O=S(=O)(NCCc1csc(-c2ccccc2)n1)c1ccc2c(c1)OCCO2	2	2	-10	0.4	-21	-1.1	-2.6	-4	0.4
O=C(O)c1cccn2c(=O)c3ccccc3nc12	3	-16	-1	0.0	-3	1.6	1.2	-53	3.7
CN1CCN(C2=Cc3cc(Cl)ccc3Sc3cc(F)ccc32)CC1	8	-4	1[fluorescence artefact?]	-0.8	-8	-4.3	·	-16	-0.4
Cc1cccc(-n2nnc(C(=O)NCc3ccccn3)c2N)c1	-9	-7	-4	-0.7	-3	-0.1	0.81	-12	0.3
Cc1c(N2CCCC2)cc2c(c1NC(=O)c1ccccc1Cl)C(C)(C)CC2(C)C	-24	-3	2	0.7	-10	-1.2	-1.1	-16	0.7
COc1cccc(CN=c2c([N+](=O)[O-])nn(-c3ccccc3C)n2O)c1	2	-24	-8	0.1	-8	-0.9	0.055	-7	0.8

Some of the entries so far, in markdown.
| smiles | Rad51 HR inh | MDM2 E3 inh | eIF4E-4G inh | PERK inhibitor | EBV gp42 inh | TNF necrop inh | Cl transport mod | Calpain2 inh | L929 necroptosis |
| --- | --- | --- | --- | --- | --- | --- | --- | --- | --- |
| Cc1nn(Cc2ccccc2)c(C)c1C(=O)NCCN1C(=O)S/C(=C\c2ccccc2)C1=O | 1 | -10 | -3 | 1.0 | 4 | 2.5 | -0.66 | -26 | 0.4 |
| CCOc1ccc(/C=N/NC(=O)C(=O)NCc2ccco2)cc1 | 3 | -15 | 5[fluorescence artefact?] | 1.1 | -9 | -2.1 | 0.24 | -14 | 0.2 |
| CCCCNC(=O)N1CCN(C(=O)C2CCCO2)CC1 (stereo unspecified) | 9 | -2 | 2 | 0.3 | 2 | -0.4 | 0.24 | -19 | 1.2 |

Carrying on.
SMILES	Rad51 HR inh	MDM2 E3 inh	eIF4E-4G inh	PERK inhibitor	EBV gp42 inh	TNF necrop inh	Cl transport mod	Calpain2 inh	L929 necroptosis
CCC1(c2ccccc2)NC(=S)N(c2cccc(C)c2C)N1 (stereo unspecified)	8	-3	5	0.7	18	0.0	1.5	-6	0.2
CCc1ccc(NCCC(=O)c2ccc(Br)cc2)cc1	3	7	5	0.5	-7	-3.7	0.51	17	-0.4
CCN(CC)S(=O)(=O)c1cc(C(=O)O)ccc1OC	·	·	-15	-0.4	-2	-0.9	0.63	2	-1.6
C=CCNC(=S)Nc1ccc(Cl)cc1	9	-13	-1	1.9	-2	0.1	0.9	21	0.5
CCSc1nnc(NC(=O)C(C(F)(F)F)C(F)(F)F)s1	1	-34	19	-0.2	49	-0.2	0.084	-2	0.2
COCCCn1c(SCC(=O)NC(C)(C)C)nnc1-c1ccccc1	·	-13	1	-0.5	-15	-2.0	-0.69	-4	-0.2
CN=C1C=C/C(=N/N=c2\ccn(O)cc2C)C=C1C	28	13	3	1.8	-15	-13	0.1	33	-0.4
COCC(C)NC(=O)c1cc(-c2ccc(O)cc2)on1 (stereo unspecified)	-5	-3	0	0.6	-6	0.2	0.37	-2	1.5
Cc1ccc(C(=O)N(c2ccccc2)C2CC(C)N(C(=O)c3ccco3)c3ccccc32)cc1 (stereo unspecified)	1	-7	-9	-2.4	0	-5.7	·	-153	-0.9
CCOC(=O)NC(=O)C(=CNc1ccccc1C)C(=O)NC(=O)OCC	6	22	-1[fluorescence artefact?]	1.0	0	1.3	-0.62	-2	-0.1
O=C(CNC(=O)c1ccc(-c2ccccc2)cc1)OCc1c(F)cccc1Cl	·	-5	-7[fluorescence artefact?]	1.1	-18	2.5	1.4	4	·
C=CCn1c(=O)c2c3c(sc2n2c(Nc4ccc(C(=O)OCC)cc4)nnc12)CCCC3	9	-26	-18	-1.0	-24	-0.2	·	-40	-1.1
CCOC(=O)COn1c(SCC(=O)OCC)nc2ccccc2c1=O	1	2	-2[fluorescence artefact?]	0.3	0	0.0	1.2	-9	0.4
CCOC(=O)C1C(=O)OC(C)(C)C1C(C)C(=O)c1ccccc1 (stereo unspecified)	-3	-9	0[fluorescence artefact?]	0.4	-6	1.6	-2.7	18	0.0
Cc1nnc(NC(=O)c2ccc3c(c2)C(=O)N(CCC(C)C)C3=O)s1	0	-5	-26	-0.6	-14	-1.6	·	-27	-0.8
CN(CC(=O)Nc1ccc(N2CCOCC2)cc1)C(=O)CC(c1ccccc1)c1ccccc1	9	-11	8	-0.5	-10	-1.1	-0.085	22	0.8
CCC1CCc2c(c3ccccc3[nH]c2=O)O1 (stereo unspecified)	·	-7	-4	0.5	3	-1.3	-0.063	0	0.2
Cc1cc(C)cc(CSCC(=O)NN=C2CCCCCC2)c1	12	-4	2[fluorescence artefact?]	1.0	-12	0.2	0.013	-3	·
Cn1c(=O)c2[nH]c(N=NNc3ccccc3F)nc2n(C)c1=O	5	-17	0	-0.6	-7	2.5	0.034	19	0.4
CN1CCN(c2ccc(Cl)cc2NC(=O)/C=C/c2ccc(F)cc2)CC1	1	4	1	-0.5	0	6.4	0.59	-24	41
O=C(Nc1cccnc1)c1sc(Nc2ccccc2F)nc1-c1ccccc1	·	-8	1	1.8	-3	1.1	-0.0066	-17	0.9
Cc1cc(=O)c(C(=O)O)cn1Nc1ccc(F)cc1	-1	10	-5	0.5	-1	0.1	·	20	0.4
NC(N)=N/N=C/c1ccc(Cl)c(Cl)c1	20	-16	-1	0.3	-13	-11	0.4	-7	-1.6
O=c1c(O)c(-c2ccc(O)cc2O)oc2cc(O)cc(O)c12	·	·	9	1.8	39	1.3	2.7	-38	3.4
Cc1cccn2c(=O)c3cc(C#N)c(=NC(=O)c4cccs4)n(CC(C)C)c3nc12	-62	-10	-2	-0.6	-9	-9.8	-0.18	-145	-0.6
O=C(CCNS(=O)(=O)c1cccc2nonc12)NCc1cccs1	-2	-8	0	0.2	-8	1.3	-0.55	3	1.2
C=CCn1c(N2CCCCCC2)nc2c1c(=O)[nH]c(=O)n2C	4	-2	1	0.2	-15	-2.5	0.59	14	0.0
CN1CCN(NC(=O)c2cn(-c3ccccc3)nc2-c2cccc(Br)c2)CC1	4	-2	6	-0.5	-20	5.3	-0.14	-20	7.5
Cc1oc(-c2ccc(Cl)cc2)cc1C(=O)/C(C#N)=C/Nc1ccccc1	-3	-4	5	1.2	-24	-0.4	1.1	26	0.3
CCCCC(c1nnnn1C1CCCC1)N1CCN(C2CCCCC2)CC1 (stereo unspecified)	-3	-11	2	-0.1	-2	0.5	0.63	-7	-0.8
CCOC(=O)c1ccccc1N/C=C/C(=O)c1ccccc1	0	·	·	0.6	·	-3.9	·	·	2.5
CCOc1ccc2c(c1)c(N=NC(=N)N)c(O)n2C	-2	-10	4[fluorescence artefact?]	1.3	-13	-0.6	0.27	33	0.1
CCOc1ccc(N(C(=O)CNC(=O)c2ccco2)C(C(=O)NC2CCCC2)c2ccncc2)cc1 (stereo unspecified)	·	-5	-2	0.2	0	0.2	-0.69	4	1.2
COc1ccc(/C=C/C(=O)NC(=S)NNC(=O)c2cccs2)cc1OC	·	·	-2	1.5	2	-1.8	1.9	-49	0.1
COc1cccc(CC2(CO)CCCN(CC3=Cc4cc(Cl)ccc4OC3)C2)c1 (stereo unspecified)	-1	0	-8	0.4	-17	0.5	-0.23	-24	1.0
CC1=CC(C)(C)NC(=S)N1c1cc(C)cc(C)c1	9	-2	1	0.4	-3	-1.4	0.038	-11	-0.2

Some entries already given with just EBV gp42 inh:
| Structure | EBV gp42 inh |
| --- | --- |
| Cc1nnc(NC(=O)c2ccc3c(c2)C(=O)N(CCC(C)C)C3=O)s1 | -14 |
| CN(CC(=O)Nc1ccc(N2CCOCC2)cc1)C(=O)CC(c1ccccc1)c1ccccc1 | -10 |
| CCC1CCc2c(c3ccccc3[nH]c2=O)O1 (stereo unspecified) | 3 |
| Cc1cc(C)cc(CSCC(=O)NN=C2CCCCCC2)c1 | -12 |
| Cn1c(=O)c2[nH]c(N=NNc3ccccc3F)nc2n(C)c1=O | -7 |
| CN1CCN(c2ccc(Cl)cc2NC(=O)/C=C/c2ccc(F)cc2)CC1 | 0 |

Bioassay records deposited in PubChem by several laboratories.
